Assay outcomes from PubChem.
Keap1-Nrf2 PPI = inhibitors of human Keap1-Nrf2 protein-protein interaction; Keap1 Kelch-Nrf2 peptide fluorescence polarization, 1536-well; Q14145; 340,000 compounds, 0.15% hits; inhibition, % at 9.4 µM; in the data active means inhibition above about 12%;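 further: human Keap1 Kelch domain with fluorescein labeled Nrf2 9mer peptide probe; 0% = neutral control wells and 100% = peptide positive control; higher means more block of Keap1 binding to Nrf2 peptide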
RTF Ca sens inh = cardiac RTF calcium desensitization | 340,000 compounds, 0.12% hits | inhibition, % at 7.15 µM | IANBD-labeled cardiac RTF, Ca2+ fluorescence;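 active means inhibition above the mean inhibition of all tested compounds plus 3 SD, cut at about 17% in these data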;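 further: assay run at fixed EC70 calcium of 1.6 mM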
Rtt109 HAT inh = blocks Candida albicans Rtt109/Vps75 acetyltransferase activity | Q5AAJ8 | purified Rtt109/Vps75, ThioGlo CoA-SH fluorescence, 4 h | 330,000 compounds, 0.16% hits | inhibition, % at 34.9 µM;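 active means inhibition of at least 50% in every replicate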
Target sequence (Q5AAJ8 whole entry, looked up): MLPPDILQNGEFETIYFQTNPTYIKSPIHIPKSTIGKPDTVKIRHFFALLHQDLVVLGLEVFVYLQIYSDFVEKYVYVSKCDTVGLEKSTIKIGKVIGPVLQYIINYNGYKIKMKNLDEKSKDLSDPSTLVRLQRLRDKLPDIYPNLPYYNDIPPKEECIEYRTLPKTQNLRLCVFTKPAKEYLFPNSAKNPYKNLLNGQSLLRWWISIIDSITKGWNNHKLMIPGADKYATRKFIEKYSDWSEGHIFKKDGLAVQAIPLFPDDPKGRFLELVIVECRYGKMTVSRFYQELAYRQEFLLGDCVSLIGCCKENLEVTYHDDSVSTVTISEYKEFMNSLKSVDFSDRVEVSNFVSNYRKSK
CAL PDZ FP-1 = inhibitors of human CAL PDZ peptide binding | 330,000 compounds, 0.02% hits | inhibition, % at 20 µM | AID 504414 | Q9HD26 | purified CAL PDZ, TMR-peptide fluorescence polarization, 1 h;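 active means highest replicate inhibition of at least 40%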;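 further: plate controls were DMSO neutral control wells for no effect and unlabeled competitor peptide control wells for full effect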
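Read-out basis: mP drop reported as inhibition | Assay system: Tagged CAL PDZ protein CerCALP, purified | Benchmarks: Unlabelled peptide for full inhibition, DMSO wells as neutral | Schedule: 1 h incubation at room temperature before polarization reading | Buffer or medium: Sodium phosphate/NaCl buffer pH 7.4 with TCEP, IgG, Thesit | Doses: Single point, 20 µM | Measured by: Fluorescence polarization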
C-LANA FP = KSHV C-LANA DNA binding inhibition | inhibition, % at 9 µM | MBP-C-LANA/FAM-LBS DNA binding, fluorescence polarization | AID 504423 | 340,000 compounds, 0.078% hits;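 active means highest replicate inhibition at or above 60% at 9 µM, even if other replicates fall short; inactive means all replicates below 60% inhibition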;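 further: 0% = neutral control wells and 100% = 4 µM acridine orange control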
DAGLB inh = blocks human DAGLB lipase activity. Q8NCG7. HEK293T DAGLB membrane lysate, EnzChek fluorogenic substrate. 340,000 compounds, 0.059% hits. inhibition, % at 5.17 µM; in the data active means inhibition above about 34%;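 further: 0% = enzyme with vehicle and 100% = wells lacking enzyme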
CAL PDZ FP-2 = inhibitors of human CAL PDZ peptide binding; AID 602252; 300,000 compounds, 0.92% hits; Q9HD26; inhibition, % at 24.9 µM; purified CAL PDZ, TMR-peptide fluorescence polarization, 1 h;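 active means mean inhibition of at least 30% with at least half of replicates also reaching 30%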;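 further: 0% = DMSO neutral control and 100% = excess unlabeled competitor peptide PRC23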
PKA-R2B activ = activates the human PKA-R2B holoenzyme complex. activation, % at 11.4 µM. P22694+P31323. 340,000 compounds, 0.079% hits. PKA-R2B holoenzyme dissociation, Cy5-IP20 fluorescence polarization; R2B truncated from residue 108, S112A mutant; 0% DMSO only, 100% 113 µM cGMP;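 active means activation above a cutoff set at the mean over all compounds plus 3 SD, cut at about 18% in these data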;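 further: higher means more holoenzyme dissociation and a rise in polarization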
Target sequence (P31323 whole entry, looked up, other chains not shown, the tested form may be a part): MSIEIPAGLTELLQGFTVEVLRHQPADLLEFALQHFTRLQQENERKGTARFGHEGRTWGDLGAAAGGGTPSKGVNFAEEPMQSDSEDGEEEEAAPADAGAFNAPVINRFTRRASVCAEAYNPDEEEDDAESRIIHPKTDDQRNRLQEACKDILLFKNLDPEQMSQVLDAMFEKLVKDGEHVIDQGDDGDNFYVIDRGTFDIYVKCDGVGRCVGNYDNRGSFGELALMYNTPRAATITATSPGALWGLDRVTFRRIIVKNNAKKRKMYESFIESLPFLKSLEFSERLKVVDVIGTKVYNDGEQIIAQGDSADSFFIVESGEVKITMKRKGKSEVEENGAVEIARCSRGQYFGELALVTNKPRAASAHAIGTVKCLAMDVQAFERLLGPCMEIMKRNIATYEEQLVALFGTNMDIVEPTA
SR-BI DiI-HDL act = activators of SR-BI mediated HDL lipid uptake. CHO ldlA[mSR-BI] cells, DiI-HDL uptake fluorescence, 3 h; 100 = double the neutral-control signal. 320,000 compounds, 0.096% hits. activation, % at 12.5 µM;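 active means mean replicate activation of at least 60% and every replicate at or above 60%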;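 further: 0% = median plate neutral-control signal and 100% = twice that signal; values of inactives mirror those of a sister screen read the other way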
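Material: SR-BI-overexpressing, LDLR-lacking CHO cells; schedule: compound exposure 3 h, 37 °C; reagent: DiI-labelled HDL at 10 µg/mL final; technique: bottom-read fluorescence, 550/595 nm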
RTF Ca sens act = cardiac RTF calcium sensitization; P19429+P45379; IANBD-labeled TnC RTF fluorescence at EC20 calcium; 0% EC20 calcium, 100% full calcium; activation, % at 7.2 µM; 340,000 compounds, 0.24% hits; AID 493008;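 active means activation above the mean over all tested compounds plus 3 SD, cut at about 30% in these data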;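 further: rise in fluorescence read as greater calcium sensitivity of cardiac thin filaments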
* hit, by the source's call; / = no result given. Not all compounds are listed; count on the stated rates, not on these rows.

Under each structure: Keap1-Nrf2 PPI	RTF Ca sens inh	Rtt109 HAT inh	CAL PDZ FP-1	C-LANA FP	DAGLB inh	CAL PDZ FP-2	PKA-R2B activ	SR-BI DiI-HDL act	RTF Ca sens act
1	O=[N+]([O-])c1ccc2c(c1)Cc1cc(O)ccc1-2
→ 1	2	2	0.0	0.5	2	/	-2	-12	5
2	CC1=C(N2CC2)C(=O)C(CO)=C(N2CC2)C1=O
→ -3	-10	-3	-5.7	2.5	-5	-3	-6	3	-5
3	CC(=O)Nc1ccc([As](=O)(O)c2ccc([N+](=O)[O-])cc2)cc1
→ 2	-1	-3	-1.7	0.0	0	/	-10	/	0
4	Cc1cc(Cl)ccc1OCC(=O)O
→ -5	13	1	0.0	-0.9	2	-4	6	16	-3
5	CCn1c(=N)n(Cc2ccccc2F)c2ccccc21
→ -3	-4	-4	-1.1	2.5	1	-1	-8	15	11
6	COc1cc(C(=O)O)cc(OC)c1OC
→ -3	-4	0	1.7	-0.8	-2	4	-1	20	6
7	Cc1ccc(N2C(=O)NC(=O)/C(=C\c3cn(CC(=O)O)c4ccccc34)C2=O)cc1
→ -12	-11	5	0.0	2.2	1	-2	0	2	14
8	C=C(C=O)CC1CC(O)[C@]2(C)OC3CC4OC5C[C@]6(C)O[C@]7(C)CCC8OC9C[C@]%10(C)OC%11C(C)=CC(=O)OC%11CC%10OC9C[C@@H](C)C8OC7CC6O[C@]5(C)CC5OC5C4OC3CC2O1 (stereo partly drawn)
→ -3	-9	-14	-1.6	0.2	5	-4	9	43	1
9	Cc1c(P(=S)(c2ccccc2)c2ccccc2)[n+]2ccccc2n1C
→ 2	1	9	0.3	0.0	-3	/	0	-1	3
10	Cn1cnnc1Sc1cc(N2CCNCC2)ccc1[N+](=O)[O-]
→ -6	1	9	1.4	0.5	-1	-2	-1	-14	7
11	CC(=O)N1CCN(c2ccc(N=Cc3c(O)n(-c4ccc(Cl)cc4)c(=O)[nH]c3=O)cc2)CC1
→ 6	-6	7	0.1	3.0	5	/	-4	-22	-4
12	CC(=O)Nc1cc([As](=O)(O)O)ccc1O
→ -1	-7	-3	0.6	0.2	2	-2	-13	20	-4
13	CSc1nc(N2CCN(C)CC2)c2ccccc2n1
→ -2	-7	-6	-0.9	-0.7	-1	1	3	-18	-6
14	CSc1ccc(CN2CCN(C(=O)COc3ccc(C)cc3)CC2)cc1
→ -1	-5	-3	0.5	-1.6	-1	-4	-2	2	4
15	CCCCCCOC(=O)c1ccccc1N
→ -7	3	3	-1.7	-0.8	-5	1	-7	-6	6
16	O=C(CCC(=O)N1C[C@H]2C[C@@H](C1)c1cccc(=O)n1C2)NCc1cccc(C(F)(F)F)c1
→ 2	-5	-5	0.6	2.2	-3	-1	-1	1	-2
17	C=C1[C@H]2C[C@H]3[C@H]4N5C[C@]6(C)CCC[C@]47[C@H]([C@H]2O)[C@]3(C[C@]5(O)[C@H]67)[C@@H]1O
→ -3	1	-11	0.0	-0.1	-3	-2	1	7	1
18	Cn1cccc1/C=C1\C(=O)NC(=O)N(Cc2ccccc2Cl)C1=O
→ -4	-2	4	-2.5	0.9	14	-1	11	-4	-6
19	COC(=O)C1=C(c2cccc(OCc3ccccc3)c2)C[C@@H]2CC[C@H]1N2C(=O)NCc1ccc2[nH]ccc2c1
→ -1	-2	0	-1.0	-0.1	-3	-3	-8	-42	-2
20	CC=C(CC)C1(CCC)C(=O)NC(=S)NC1=O
→ -3	-1	-7	0.4	-2.2	2	-4	-4	-11	-2
21	CC(NCc1ccccc1C(F)(F)F)C(O)c1ccccc1 (stereo not drawn)
→ -2	-16	3	0.5	0.0	-2	1	1	27	4
22	O=C(Cn1ncc2c3ccccc3n(Cc3ccc(F)cc3)c2c1=O)N1CCC2(CC1)OCCO2
→ -1	5	1	-0.6	-0.3	3	-4	-3	0	-1
23	CS(=O)(=O)NCc1nnc2n1-c1ccc(Cl)cc1C(c1ccccc1)=NC2
→ 3	-5	5	-0.1	0.0	-4	-4	-6	-6	-4
24	CCC(C)(O)C(=O)OC1C(=O)OC2CC3C(C)=CC(=O)C(O)C3(C)C3C4(O)OCC23C1C(C)C4O (stereo not drawn)
→ -5	4	11	-0.4	-0.4	0	-3	-20	10	-5
25	CN(CC(=O)Nc1ccccc1-c1ccccc1)C1CCCCC1
→ -3	-4	1	-0.9	-2.1	-16	/	-7	-37	4
26	CN1CCN(C(=O)COc2ccc3ccccc3c2)CC1
→ 4	-4	-3	-1.8	-1.1	-2	/	3	/	-3
27	COC(=O)C1=C(c2ccc(S(C)(=O)=O)cc2)C[C@@H]2CC[C@H]1N2C(=O)N1CCOCC1
→ 4	-2	4	0.8	-0.4	0	-2	-1	2	2
28	O=c1[nH]c(=S)n(CCC2=CCCCC2)c(O)c1C=NCc1cccnc1
→ 3	-5	10	-0.1	1.0	1	-7	-16	-17	4
29	CCCCn1c(O)c(/C(CC)=N/N2CCCCC2c2cccnc2)c(=O)[nH]c1=S (stereo not drawn)
→ -16	-7	6	0.0	-1.7	3	-4	-6	23	-5
30	CSc1ccc(CN2CCN(C(=O)COc3cccc(C)c3)CC2)cc1
→ -1	-7	13	0.1	11	-8	-2	-2	0	-2

Further records.
Under each structure: Keap1-Nrf2 PPI	RTF Ca sens inh	Rtt109 HAT inh	CAL PDZ FP-1	C-LANA FP	DAGLB inh	CAL PDZ FP-2	PKA-R2B activ	SR-BI DiI-HDL act	RTF Ca sens act
31	COP(=O)(NC(=O)C(Cl)(Cl)Cl)OC
→ 0	-3	-3	0.1	-0.7	0	-3	0	-4	3
32	COc1ccc(CN2C(=O)NC(=O)/C(=C\c3ccc(OC)c(OC)c3OC)C2=O)cc1
→ -3	3	16	-2.3	-0.6	7	-4	-2	21	-1
33	Cc1ccc(-c2nc3ccccc3c(=O)n2-c2cccc(O)c2)cc1
→ -3	-17	3	-2.7	-0.3	-3	58*	0	-33	-4
34	Cc1cccc(CN2CCN(CC(=O)N3CCC4(CC3)OCCO4)C2=O)c1
→ 5	1	9	-0.1	-0.9	2	-3	-2	-2	-1
35	CC(=O)OC1CCC2(C)C3CCC4(C)C(OC(C)=O)CCC4C3C(C)C2(O)C1 (stereo not drawn)
→ 1	6	1	-0.1	2.8	-46	-2	-7	13	-5
36	CCOC(=O)C1CCN(/C=C2/C(=O)NC(=S)N(c3ccccc3F)C2=O)CC1
→ 2	-31	0	-3.7	-0.3	2	0	13	-2	-9
37	CCCN(CCC)C1Cc2cc(OC)c(OC)cc2C1
→ -5	4	-4	0.2	1.7	3	-8	4	7	5
38	Cc1cc(N(CCCl)CCCl)ccc1C=NNC(=O)Cc1cc(=O)oc2cc(O)ccc12
→ -3	1	-2	-0.7	6.7	4	-3	-8	-40	-2
39	O=C(CCN1CCCCC1)NCC(=O)Nc1ccc(Br)cc1C(=O)c1ccccc1
→ 1	6	-4	-1.2	1.8	3	/	1	-9	-3
40	CCOC(=O)c1nsnc1NCCCl
→ -6	-6	-12	-0.7	0.7	0	/	-8	3	6
41	O=C1NC(=O)C2C1C1(Cl)C(Cl)=C(Cl)C2(Cl)C1(Cl)Cl (stereo not drawn)
→ 1	1	6	-0.6	1.8	1	/	11	26	-5
42	Cc1nc2ccccc2c(=O)n1-c1ccc(Br)cn1
→ 1	/	17	-2.1	0.8	/	/	/	0	/
43	COC(=O)C1=C(c2ccc(OC(F)(F)F)cc2)C[C@@H]2CC[C@H]1N2C(=O)NCCOc1ccccc1
→ 3	1	25	0.1	1.0	-5	-2	-11	-7	-7
44	OC(c1ccccc1)(c1ccccc1)C1CN2CCC1CC2 (stereo not drawn)
→ 0	-1	-6	-0.6	-1.0	-2	6	-10	0	-1
45	CC1CN=C(NC(C)c2ccccc2)S1 (stereo not drawn)
→ -2	13	2	-3.8	0.8	-2	0	-4	11	-7
46	COc1cc(OC)cc(C2(C#N)CCN(C)CC2)c1
→ 0	2	-5	0.3	0.7	0	-6	-11	8	4
47	CC(C)c1ccccc1NC1=NCCCS1
→ 1	-4	-7	-2.1	0.3	0	5	-2	/	-1
48	COc1ccccc1CN1CCN(C(=O)Cc2ccccc2)CC1
→ -3	-8	0	-0.6	-2.0	-2	/	10	14	-1
49	COc1cc(C(=O)N2C[C@H]3C[C@@H](C2)c2cccc(=O)n2C3)cc(OC)c1OC
→ 0	-1	-15	0.1	0.9	-2	-2	9	6	5
50	CCCCCc1nc2ccccc2c(=O)n1-c1ccccc1[N+](=O)[O-]
→ 0	-8	-4	-2.9	-0.5	-5	-3	-1	11	4
51	COc1ccc(CN2Cc3cnnn3-c3ccccc3C2C#N)cc1 (stereo not drawn)
→ -14	-3	3	-1.3	1.3	2	9	-8	-5	-3
52	CC1CC(C)CN(C(=O)COC(=O)c2cn(C)c3ccccc23)C1 (stereo not drawn)
→ 0	-11	-12	-0.2	0.6	-1	1	3	-25	0
53	COc1ccc(C(=O)C2CCCN(C3CSCCSC3)C2)cc1OC (stereo not drawn)
→ 1	10	-2	-1.8	0.0	-2	-5	-3	-6	2
54	CCCCCc1cc(O)c2c3c(c(=O)oc2c1)CN(C)CC3
→ 6	2	-6	-0.7	-1.8	0	-2	4	-32	1
55	Cc1ccsc1C(=O)C1CCCN(Cc2cnc(N)nc2)C1 (stereo not drawn)
→ 3	-1	-4	-1.2	-1.6	-2	-21	8	/	0

Shown as tab-separated lines: entries from further up.
entry	canonical_smiles	Keap1-Nrf2 PPI	RTF Ca sens inh	Rtt109 HAT inh	CAL PDZ FP-1	C-LANA FP	DAGLB inh	CAL PDZ FP-2	PKA-R2B activ	SR-BI DiI-HDL act	RTF Ca sens act
13	CSc1nc(N2CCN(C)CC2)c2ccccc2n1	-2	-7	-6	-0.9	-0.7	-1	1	3	-18	-6
7	Cc1ccc(N2C(=O)NC(=O)/C(=C\c3cn(CC(=O)O)c4ccccc34)C2=O)cc1	-12	-11	5	0.0	2.2	1	-2	0	2	14
18	Cn1cccc1/C=C1\C(=O)NC(=O)N(Cc2ccccc2Cl)C1=O	-4	-2	4	-2.5	0.9	14	-1	11	-4	-6
15	CCCCCCOC(=O)c1ccccc1N	-7	3	3	-1.7	-0.8	-5	1	-7	-6	6
21	CC(NCc1ccccc1C(F)(F)F)C(O)c1ccccc1 (stereo not drawn)	-2	-16	3	0.5	0.0	-2	1	1	27	4
23	CS(=O)(=O)NCc1nnc2n1-c1ccc(Cl)cc1C(c1ccccc1)=NC2	3	-5	5	-0.1	0.0	-4	-4	-6	-6	-4
